bIAP activator: intestinal alkaline phosphatase (bovine) activation. purified bovine IAP, CDP-star luminescence, 30 min; hits give high values; fold of DMSO-control signal, blank-subtracted. activation factor at 20 µM. 0.17% of 200,000 active;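 active = activation factor of 2 or more at 20 µM, a signal rise over negative controls twice the positive control's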
PPARg SRC-1 ag: PPARgamma-driven SRC-1 recruitment agonism; P37231; PPARgamma-SRC-1 coactivator recruitment biochemical assay; activation, % at 8 µM; 0.41% of 200,000 active; in the data active = activation above about 19%;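 note: 0% = DMSO and 100% = reference agonist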
Target sequence (P37231 whole entry, looked up): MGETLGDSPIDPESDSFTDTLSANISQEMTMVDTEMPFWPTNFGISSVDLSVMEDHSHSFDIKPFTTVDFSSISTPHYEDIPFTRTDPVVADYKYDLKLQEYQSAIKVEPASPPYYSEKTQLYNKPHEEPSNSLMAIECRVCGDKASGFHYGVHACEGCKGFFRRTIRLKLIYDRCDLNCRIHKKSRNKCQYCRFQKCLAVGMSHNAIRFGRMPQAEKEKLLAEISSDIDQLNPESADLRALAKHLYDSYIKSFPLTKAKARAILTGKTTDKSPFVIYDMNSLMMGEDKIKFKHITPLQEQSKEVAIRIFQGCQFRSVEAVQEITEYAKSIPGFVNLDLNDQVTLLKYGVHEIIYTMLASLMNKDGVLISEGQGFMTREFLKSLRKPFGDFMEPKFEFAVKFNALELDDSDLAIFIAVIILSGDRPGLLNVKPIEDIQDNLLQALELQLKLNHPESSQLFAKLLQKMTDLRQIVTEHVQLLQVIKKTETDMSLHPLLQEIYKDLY
TNAP act hi DEA: increases human TNAP activity under high phosphate acceptor concentration; purified TNAP, CDP-star luminescence, 1 M DEA, 30 min; hits give high values; 0 = EDTA background, 1 = DMSO-only activity; activation factor at 20 µM; 200,000 tested, under 10 active; AID 1136;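 active = activation factor at least 2 at 20 µM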
Target sequence (P05186 whole entry, looked up): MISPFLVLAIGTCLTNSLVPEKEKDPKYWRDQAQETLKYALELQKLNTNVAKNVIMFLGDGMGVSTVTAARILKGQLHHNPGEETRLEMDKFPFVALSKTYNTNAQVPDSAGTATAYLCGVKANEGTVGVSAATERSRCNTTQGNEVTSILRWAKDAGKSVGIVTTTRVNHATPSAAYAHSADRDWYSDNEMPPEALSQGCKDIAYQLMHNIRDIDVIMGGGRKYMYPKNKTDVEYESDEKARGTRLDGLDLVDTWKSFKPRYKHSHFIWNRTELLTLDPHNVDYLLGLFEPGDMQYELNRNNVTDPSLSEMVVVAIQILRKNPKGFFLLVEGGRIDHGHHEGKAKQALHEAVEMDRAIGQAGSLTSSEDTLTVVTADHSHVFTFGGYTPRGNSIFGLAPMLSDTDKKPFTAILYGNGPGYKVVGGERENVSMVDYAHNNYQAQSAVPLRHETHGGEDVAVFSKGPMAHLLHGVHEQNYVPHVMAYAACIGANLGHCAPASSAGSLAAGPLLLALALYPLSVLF
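Control set: EDTA negative control, DMSO positive control / Assay system: human TNAP / Quantity: TNAP 1/800 final / Evaluation: TNAP activation factor scaled between EDTA and DMSO control wells / Measured by: luminescent substrate turnover signal / Compound dosing: one dose, 20 µM / Times: 30 min enzyme reaction at room temperature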
ROMK mod: human ROMK K+ channel modulation, primary screen; P48048; Tet-inducible ROMK, thallium flux fluorescence; actives lie on both sides; B-score at 10 µM; 2% of 130,000 active; AID 1918;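 active = signal ratio slope over the read window, or its plate-corrected B-score, at least 3 SD from the plate mean, either direction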;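 note: B-score of the F/F0 ratio slope over 7 to 12 s after thallium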
STAT3 inh: reduces IL-6 driven STAT3 reporter signal; inhibition, % at 5.5 µM; U3A cells, IL-6 STAT3-luciferase reporter, luminescence; host cell line lacks STAT1; AID 862; 0.89% of 190,000 active;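 active = inhibition above the mean inhibition across all screened compounds plus 3 SD, cut at about 44% in these data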;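 note: 0% = DMSO only wells and 100% = 100 µM nifuroxazide control wells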
STAT1 inh: STAT1 signaling inhibition. NIH 3T3 STAT1-luciferase reporter, IFN-gamma, luminescence. inhibition, % at 5.5 µM. 0.35% of 200,000 active. AID 920;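 active = inhibition above a set limit, the mean inhibition across all tested compounds plus 3 SD, cut at about 34% in these data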;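 note: 0% = IFN-gamma with DMSO and 100% = IFN-gamma with 300 µM nifuroxazide; values of inactives mirror those of a sister screen read the other way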
bIAP inhibitor: blocks bovine intestinal alkaline phosphatase activity. purified bovine IAP, CDP-star luminescence, 30 min. inhibition, % at 20 µM. 190,000 tested, under 10 active;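 active = over 50% inhibition of intestinal alkaline phosphatase at 20 µM in the single-dose screen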
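test system = bovine IAP enzyme | medium = DEA buffer 100 mM, pH 9.8, with MgCl2 1.0 mM, ZnCl2 0.02 mM | detection = luminescence | dosing = single compound dose of 20 µM, 2% DMSO final | incubation = 30 min reaction at room temperature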
TR-FRET SRC-2 ct: flags TR-FRET format artefacts in PPARgamma SRC-2 recruitment agonist screen; TR-FRET artefact counter-screen; hits give high values; TR-FRET ratio at 8 µM; 0.4% of 200,000 active; in the data active = TR-FRET ratio above about 2000; note: inactives centre near 1500
STAT3 activator: increases IL-6 driven STAT3 reporter signal; U3A cells, IL-6 STAT3-luciferase reporter, luminescence; 100% = signal with IL-6 EC80 alone; activation (% of control), % at 5.6 µM; 0.91% of 190,000 active;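 active = activation above the screen-wide mean of compound activation plus 3 SD, cut at about 130% in these data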;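 note: 0% = background luminescence of wells with medium and substrate only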
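Material: STAT3-luciferase reporter U3A cells; Probe or stimulus: IL-6 (33 ng/mL); Incubation: compound pre-incubation 1 h before IL-6, then 6 h stimulation at 37 °C; Technique: luminescence from STAT3-driven luciferase reporter; Evaluation: % activation versus median of IL-6-stimulated wells; Controls: IL-6-only high control.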
PPARg SRC-2 ag: agonists of SRC-2 recruitment by human PPARgamma; 0.34% of 200,000 active; activation, % at 8 µM; PPARgamma LBD-SRC-2 recruitment, biochemical; P37231; AID 1032; in the data active = activation above about 22%;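 note: 0% = vehicle and 100% = reference agonist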
PPARg SRC3 recr: agonists of human PPARgamma SRC-3 coactivator recruitment. biochemical PPARgamma/SRC-3 coactivator recruitment assay. activation, % at 8 µM. 0.26% of 200,000 active. P37231; in the data active = activation above about 23%;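 note: 0% = DMSO and 100% = reference agonist; some compounds past the cut are filed as inactive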
Starred values were filed as active, the others as inactive; . = not tested or not shown. No enrichment for hits. About 3.7% of those tested had a hit in this group.

nr | mol | bIAP activator | PPARg SRC-1 ag | TNAP act hi DEA | ROMK mod | STAT3 inh | STAT1 inh | bIAP inhibitor | TR-FRET SRC-2 ct | STAT3 activator | PPARg SRC-2 ag | PPARg SRC3 recr
1 | COc1ccc(S(=O)(=O)NCCSc2ccc(Cl)cc2)cc1OC | 0.9 | 3 | 1 | -1.8 | 5 | 7 | 10 | 1609 | 98 | 5 | 6
2 | C/C(=N\O)c1c(C)c2ccccc2n1C | 0.9 | 1 | 1.1 | -0.7 | 8 | 5 | 10 | 1428 | 100 | 6 | 7
3 | Oc1ccccc1Nc1nc(NCC2CCCO2)c2ccccc2n1 (centres undefined) | 0.8 | -3 | 1 | -0.12 | 50* | 4 | 16 | 1599 | 64 | 0 | -2
4 | C/C(=N\NC(=S)NCc1ccccc1)c1ccc(Cl)cc1 | 0.9 | 2 | 1 | -0.64 | -5 | -5 | 14 | 1536 | 102 | -1 | 5
5 | Cc1cc(C)c(NC(=O)c2oc3ccccc3c2COc2ccccc2)c(C)c1 | 0.8 | -3 | 1 | -0.26 | 2 | 0 | 20 | 1542 | 100 | 0 | 0
6 | Cc1ccc(N2/C(=N/c3nc(C)cc(C)n3)NC(=O)CC2C(=O)O)cc1 (centres undefined) | 0.9 | 3 | 1 | 0.0097 | -2 | -1 | 8 | 1762 | 101 | 6 | 2
7 | COc1ccc(N(CC(=O)O)S(=O)(=O)c2ccccc2[N+](=O)[O-])c(OC)c1 | 1.2 | 3 | 1.1 | -0.63 | 9 | 8 | -15 | 1668 | 93 | -13 | 0
8 | O=C(NC1CCCc2c1cnn2-c1ccc(F)cc1F)c1ccccn1 (centres undefined) | 1.1 | -3 | 1 | -0.55 | 13 | 5 | -9 | 1370 | 90 | 1 | -2
9 | CC1(C)CC(=O)C(C(C2=C(O)CC(C)(C)CC2=O)c2ccc(Cl)c([N+](=O)[O-])c2)C(=O)C1 (centres undefined) | 0.9 | 9 | 1.1 | -1 | 11 | 15 | 13 | 1542 | 93 | 4 | 0
10 | Cc1occc1C(=O)Nc1ccccc1NC(=O)c1ccoc1C | . | 4 | . | -0.26 | 2 | 9 | . | 1461 | 102 | 7 | 1
11 | CNC(=O)CN(c1cccc2ccccc12)S(C)(=O)=O | 0.9 | -1 | 1 | . | 6 | 1 | 10 | 1351 | 94 | -2 | -5
12 | COc1cc([C@@H]2[C@H]3CNCC=C3C(C#N)=C(N)C2(C#N)C#N)ccc1OC(C)C | 1 | 2 | 1 | -0.45 | -2 | 7 | 4 | 1629 | 104 | 8 | 13
13 | CCN(CC)S(=O)(=O)c1ccc(N2CCCC2)c(NS(=O)(=O)c2ccc([N+](=O)[O-])cc2)c1 | 0.9 | -5 | 1 | . | -8 | -2 | 8 | 1266 | 103 | -3 | 3
14 | COCC(=O)Nc1ccc(C(=O)Nc2ccccc2Cl)cc1 | 1.1 | -9 | 1 | -0.35 | 14 | -13 | -9 | 1522 | 92 | -1 | -2
15 | CN(C)CCCN1CC(C(=O)O)CC1=O (centres undefined) | 1 | 4 | 1 | . | -2 | -7 | 0 | 1511 | 111 | 8 | 4
16 | Cc1ccc(C2=NN(C(=O)c3cccs3)C(c3ccccc3O)C2)cc1 (centres undefined) | 1 | 1 | 1 | 1.3 | 18 | 2 | 5 | 1578 | 88 | 4 | 3
17 | O=C(Cn1ccc(C(F)(F)F)n1)Nc1cccc(S(=O)(=O)N2CCCCC2)c1 | 0.8 | 2 | 1 | -0.15 | 8 | 1 | 17 | 1582 | 96 | 1 | 3
18 | CCOc1ccc2nnc(-c3ccc(Br)cc3)n2n1 | 0.6 | 8 | 1 | -0.79 | 0 | -10 | 43 | 1481 | 103 | 1 | -11
19 | CC1=CS(=O)(=O)CC1Sc1nc(C)n[nH]1 (centres undefined) | 1.2 | 0 | 1 | -0.43 | 1 | -4 | -17 | 1382 | 100 | 11 | 2
20 | CCOC(=O)N1CCN(c2nc(C(F)(F)F)nc3c(C)cc(C)cc23)CC1 | 0.9 | 5 | 1 | -1.5 | 34 | -4 | 10 | 1717 | 74 | 12 | -1
21 | C[C@]12C[C@H](O)[C@H]3[C@@H](CCC4=CC(=O)CC[C@@]43C)[C@@H]1CC[C@@H]2C(=O)CO | 1 | 11 | 1 | . | 8 | -9 | -4 | 1563 | 95 | 2 | 2
22 | O=C(NNC(=O)C1CC1c1ccccc1)c1ccccc1F (centres undefined) | 1.1 | 7 | 1 | -0.42 | 19 | 4 | -6 | 1638 | 88 | 2 | 5
23 | O=C(COc1cccc(NC(=O)c2ccccc2)c1)c1ccccc1 | 1.1 | 4 | 1.1 | -0.25 | 18 | -9 | -6 | 1566 | 89 | 5 | -7
24 | CC1CCc2c(sc(NS(=O)(=O)c3ccccc3)c2C(=O)OC(C)C)C1 (centres undefined) | 1 | 4 | 1 | 0.088 | 9 | 7 | -4 | 1607 | 95 | 16 | 19
25 | CCc1ccccc1Nc1nc(N)nc(CSCC(=O)Nc2ccc(C)c(C)c2)n1 | 1 | -11 | 1.1 | . | -4 | -4 | 0 | 1516 | 103 | -7 | 1
26 | COc1cccc(C2CC(c3cccc(OC)c3)n3nc(N)nc3N2)c1 (centres undefined) | 0.9 | 4 | 1.1 | . | -4 | 5 | 12 | 1682 | 104 | 6 | 1
27 | CCCCCC(=O)Nc1cccc2ccccc12 | 0.8 | -1 | 1 | -0.19 | -3 | 4 | 15 | 1519 | 108 | 2 | 0
28 | CC(=O)Nc1ccc(NS(=O)(=O)c2cc([N+](=O)[O-])ccc2C)cc1 | 1.1 | 12 | 1 | -0.023 | 4 | 5 | -12 | 1515 | 98 | 8 | 9
29 | CSc1nnc(CNC(=O)c2ccccc2)n1-c1ccc(F)cc1 | 0.9 | 2 | 1 | . | -6 | -4 | 7 | 1466 | 104 | -4 | 3
30 | COc1ccc(C(=O)Cn2c(C(=O)/C=C/c3ccccc3)nc3ccccc32)cc1 | 0.7 | -1 | 1 | 0.53 | 6 | 6 | 29 | 1564 | 96 | 4 | -12
31 | O=C(c1ccc(CSCc2ccccc2F)o1)N1CCN(c2ccc(N3CCOCC3)nn2)CC1 | 1 | 2 | 1 | . | -8 | 9 | -1 | 1515 | 105 | -1 | 3
32 | COc1ccc(Br)cc1C(=O)Nc1ccc(C(=O)NCC(C)C)cc1 | 1 | 0 | 1 | 0.34 | 22 | 10 | 2 | 1586 | 84 | 0 | -3
33 | COc1ccc(C(=O)NCCn2cc(SCC(=O)Nc3cc(C)on3)c3ccccc32)cc1OC | 1 | 13 | 1 | 0.38 | 0 | -2 | -2 | 1633 | 103 | -3 | 9
34 | O=C(Cc1ncc(C(F)(F)F)cc1Cl)N1CCN(c2ccccn2)CC1 | 1.1 | -3 | 1 | . | -1 | 1 | -5 | 1533 | 102 | -9 | 3
35 | Cc1ccc(-c2sc(-c3ccccc3)nc2CC(=O)Nc2ccccc2F)cc1 | 0.9 | -1 | 1 | -0.012 | -6 | 3 | 8 | 1686 | 103 | 14 | 0
36 | CC(=O)Nc1sc(C)c(C)c1C(=O)OC(C)C | 1 | 9 | 1 | -0.98 | 23 | 6 | -1 | 1593 | 83 | -2 | 0
37 | O=C(Cn1ncc2c(=O)oc3ccccc3c21)N(Cc1ccco1)C1CCCCC1 | 1 | 3 | 1.1 | . | -7 | 3 | 2 | 1565 | 106 | 5 | 8
38 | Cc1nn(C)cc1C(C(=O)NC1CCCCC1)N(Cc1ccc(F)cc1)C(=O)c1cnccn1 (centres undefined) | 1 | 7 | 1 | 0.65 | 11 | -10 | -1 | 1629 | 101 | 11 | 8
39 | CCCOc1ccc(/C=C/C(=O)Nc2ccc([N+](=O)[O-])cc2)cc1 | 0.6 | 3 | 1 | . | 72* | -3 | 35 | 1611 | 46 | 2 | -4
40 | COc1ccc(-c2[nH]ncc2CN2CCCO2)c(F)c1 | 0.9 | -2 | 1.1 | 0.62 | 18 | 5 | 10 | 1560 | 93 | 7 | 6
41 | Cc1csc2nc(CNC(=O)c3ccco3)cn12 | 0.9 | 2 | 1 | . | -15 | -25 | 8 | 1432 | 115 | 5 | -4
42 | COC(=O)CSc1nnc(-c2ccc(NS(=O)(=O)c3ccccc3)cc2)o1 | 0.9 | 7 | 1.1 | -3.5* | 3 | 9 | 8 | 1619 | 100 | -1 | -7
43 | O=S(=O)(NCC1OCCc2ccccc21)c1ccccc1 (centres undefined) | 0.9 | -3 | 1 | -0.18 | 2 | -6 | 11 | 1493 | 99 | 2 | -2
44 | Cc1cccc(C)c1OCCNC(=O)OCc1ccccc1 | 0.9 | 2 | 1 | -0.75 | -4 | -5 | 8 | 1628 | 108 | 3 | 2
45 | CC(=O)NC(Cc1ccccc1)C(=O)OCC(=O)c1ccc(F)cc1 (centres undefined) | 1.1 | 0 | 1 | 0.02 | -4 | 2 | -8 | 1474 | 108 | -3 | 1
46 | Cc1cc(C(=O)NCCCN2CC(C)CC(C)C2)n(-c2ccccc2)n1 (centres undefined) | 1.1 | -7 | 0.9 | . | 6 | 2 | -8 | 1561 | 99 | -4 | -10
47 | O=C(Nc1ccccc1N1CCOCC1)c1cc(Br)c(Br)s1 | 1.1 | 6 | 1 | -0.14 | 9 | 4 | -12 | 1660 | 95 | 5 | 4
48 | CCCn1cc(CN2CCCC(C(=O)c3cccc(OC(C)C)c3)C2)c(C)n1 (centres undefined) | 1.1 | 7 | 1 | -0.69 | -4 | 8 | -8 | 1468 | 109 | 7 | 2
49 | COc1ccc(C(=O)NCc2ccc3c(c2)cc(C)n3C)cc1OC | 1.2 | -7 | 1 | 0.11 | 1 | 1 | -23 | 1671 | 104 | 6 | -3
50 | COCCNC(=O)C(c1cccc(OC)c1)N(Cc1cccs1)C(=O)Cn1nnc2ccccc21 (centres undefined) | 0.9 | -4 | 1 | . | 0 | 5 | 9 | 1421 | 104 | -2 | -2
51 | COc1ccc(C(=O)Nc2ccc(S(=O)(=O)Nc3onc(C)c3C)cc2)c(OC)c1 | 1.1 | 9 | 1 | 0.37 | 1 | -3 | -7 | 1564 | 100 | 5 | 1
52 | O=C1c2ccccc2C(=O)N1CCc1csc(-c2cccc(F)c2)n1 | 0.9 | 1 | 1.1 | . | 25 | -5 | 13 | 1560 | 82 | 11 | 17

As entered above:
O=C1c2ccccc2C(=O)N1CCc1csc(-c2cccc(F)c2)n1 | PPARg SRC-1 ag: 1
CNC(=O)CN(c1cccc2ccccc12)S(C)(=O)=O | PPARg SRC3 recr: -5

Compound activity from PubChem.
